# Screening results (PubChem)
# DAGLB inh = blocks human DAGLB lipase activity; 340,000 compounds, 0.059% hits; HEK293T DAGLB membrane lysate, EnzChek fluorogenic substrate; AID 504411; inhibition, % at 5.17 µM; in the data active = inhibition above about 34%;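 note: 0% = enzyme with vehicle and 100% = wells lacking enzyme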
# SR-BI DiI-HDL act = SR-BI HDL lipid transfer activation | CHO ldlA[mSR-BI] cells, DiI-HDL uptake fluorescence, 3 h; 100 = double the neutral-control signal | AID 504775 | 320,000 compounds, 0.096% hits | activation, % at 12.5 µM;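 active = mean replicate activation of at least 60% and every replicate at or above 60%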;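 note: 0% = median plate neutral-control signal and 100% = twice that signal; values of inactives mirror those of a sister screen read the other way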
#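 Material: SR-BI-overexpressing, LDLR-lacking CHO cells; schedule: compound exposure 3 h, 37 °C; reagent: DiI-labelled HDL at 10 µg/mL final; technique: bottom-read fluorescence, 550/595 nm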
# Keap1-Nrf2 PPI = inhibitors of human Keap1-Nrf2 protein-protein interaction; Q14145; 340,000 compounds, 0.15% hits; Keap1 Kelch-Nrf2 peptide fluorescence polarization, 1536-well; inhibition, % at 9.4 µM; in the data active = inhibition above about 12%;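 note: human Keap1 Kelch domain with fluorescein labeled Nrf2 9mer peptide probe; 0% = neutral control wells and 100% = peptide positive control; higher means more block of Keap1 binding to Nrf2 peptide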
# PKA-R2B activ = activators of human PKA-R2B complex; 340,000 compounds, 0.079% hits; PKA-R2B holoenzyme dissociation, Cy5-IP20 fluorescence polarization; R2B truncated from residue 108, S112A mutant; 0% DMSO only, 100% 113 µM cGMP; activation, % at 11.4 µM; AID 504700; P22694+P31323;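 active = activation above a cutoff set at the mean over all compounds plus 3 SD, cut at about 18% in these data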;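 note: higher means more holoenzyme dissociation and a rise in polarization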
# Arrestin-AP2 inh = blocks beta-arrestin peptide binding to AP2 adaptin. FITC-arrestin peptide / GST-AP2 beads, flow cytometry; AP2 beta2 appendage carries R879A mutation. AID 504490. 340,000 compounds, 0.31% hits. inhibition, % at 10 µM;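 active = inhibition above a set limit, near 3 SD of compounds lacking own fluorescence, cut at about 54% in these data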;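 note: plate controls were DMSO wells for no effect and 5 µM unlabelled arrestin peptide for full effect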
#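 Test system: GST-tagged AP2 beta2-adaptin appendage (R879A) on 4 µm glutathione beads; also added: fluorescein-tagged arrestin peptide at 50 nM final; timing: 12 min plus 1 h, RT; signal: flow cytometry, FL1 (488/535 nm); read-out: percent drop in bead-associated FITC signal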
# RTF Ca sens inh = cardiac RTF calcium desensitization; IANBD-labeled cardiac RTF, Ca2+ fluorescence; 340,000 compounds, 0.12% hits; inhibition, % at 7.15 µM; AID 493244;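 active = inhibition above the mean inhibition of all tested compounds plus 3 SD, cut at about 17% in these data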;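 note: assay run at fixed EC70 calcium of 1.6 mM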
# PvdQ inh = blocks Pseudomonas aeruginosa PvdQ acylase activity | purified PvdQ acylase, fluorescence plate reader | inhibition, % at 10 µM | 340,000 compounds, 0.063% hits; in the data active = inhibition above about 30%, passing the limit was not always enough;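 note: 0% = vehicle neutral wells and 100% = reference inhibitor wells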
# C-LANA FP = blocks KSHV LANA C-terminal domain binding to DNA; MBP-C-LANA/FAM-LBS DNA binding, fluorescence polarization; inhibition, % at 9 µM; 340,000 compounds, 0.078% hits; AID 504423;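 active = highest replicate inhibition at or above 60% at 9 µM, even if other replicates fall short; inactive = all replicates below 60% inhibition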;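 note: 0% = neutral control wells and 100% = 4 µM acridine orange control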
# NSD2 HMT inh = NSD2 (human) methyltransferase inhibition; O96028; inhibition, % at 12.5 µM; 310,000 compounds, 0.54% hits; NSD2 peptide methylation, AlphaScreen, 120 min; in the data active = inhibition above about 50%
# Target sequence (O96028 whole entry, looked up): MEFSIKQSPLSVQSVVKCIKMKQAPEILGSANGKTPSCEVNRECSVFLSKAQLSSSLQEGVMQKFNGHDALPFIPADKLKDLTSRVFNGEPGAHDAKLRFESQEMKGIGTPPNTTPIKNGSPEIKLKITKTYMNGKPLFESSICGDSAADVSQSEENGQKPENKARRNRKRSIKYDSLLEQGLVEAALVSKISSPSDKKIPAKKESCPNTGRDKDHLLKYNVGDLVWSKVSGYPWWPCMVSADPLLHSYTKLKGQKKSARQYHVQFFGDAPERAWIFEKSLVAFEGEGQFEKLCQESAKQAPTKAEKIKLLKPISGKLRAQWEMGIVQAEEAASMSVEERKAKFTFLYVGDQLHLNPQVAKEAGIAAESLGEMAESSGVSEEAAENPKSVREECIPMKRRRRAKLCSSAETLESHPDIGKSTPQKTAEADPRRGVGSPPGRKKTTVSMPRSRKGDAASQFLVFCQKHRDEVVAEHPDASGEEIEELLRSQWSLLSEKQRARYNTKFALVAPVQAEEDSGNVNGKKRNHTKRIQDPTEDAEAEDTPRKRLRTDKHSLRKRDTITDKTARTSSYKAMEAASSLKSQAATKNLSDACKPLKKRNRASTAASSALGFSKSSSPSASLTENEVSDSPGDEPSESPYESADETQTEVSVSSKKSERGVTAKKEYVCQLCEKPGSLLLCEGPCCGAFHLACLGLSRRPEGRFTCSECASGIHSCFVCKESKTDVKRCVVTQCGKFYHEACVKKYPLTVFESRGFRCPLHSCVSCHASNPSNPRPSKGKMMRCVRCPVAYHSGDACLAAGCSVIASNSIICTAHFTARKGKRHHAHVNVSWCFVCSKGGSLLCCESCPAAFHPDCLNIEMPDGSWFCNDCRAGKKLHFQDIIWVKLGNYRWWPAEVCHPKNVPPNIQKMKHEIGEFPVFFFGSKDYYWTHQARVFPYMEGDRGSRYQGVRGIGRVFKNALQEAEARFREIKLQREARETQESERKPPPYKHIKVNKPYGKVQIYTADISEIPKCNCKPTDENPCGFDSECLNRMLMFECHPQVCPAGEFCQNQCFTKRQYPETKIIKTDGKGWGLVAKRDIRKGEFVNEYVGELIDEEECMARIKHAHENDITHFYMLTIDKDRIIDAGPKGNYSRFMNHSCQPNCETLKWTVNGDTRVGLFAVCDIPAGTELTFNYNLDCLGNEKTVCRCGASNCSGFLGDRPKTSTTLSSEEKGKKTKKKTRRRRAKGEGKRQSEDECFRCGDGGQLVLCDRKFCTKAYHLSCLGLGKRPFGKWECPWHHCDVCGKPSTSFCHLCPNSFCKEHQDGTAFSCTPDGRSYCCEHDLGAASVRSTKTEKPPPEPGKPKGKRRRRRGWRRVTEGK
# SR-BI DiI inh = inhibitors of mouse SR-BI mediated HDL lipid uptake | 320,000 compounds, 0.96% hits | ldlA[mSR-BI] CHO cells, DiI-HDL uptake fluorescence, 3 h | inhibition, % at 12.5 µM | AID 488896;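 active = mean replicate inhibition of at least 70% and a set share of replicates each scoring 70 or more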;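 note: 0% = median of neutral control wells and 100% = median of positive control wells; values of inactives mirror those of a sister screen read the other way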
# Active calls of the source: *; . = no result given.
SMILES,DAGLB inh,SR-BI DiI-HDL act,Keap1-Nrf2 PPI,PKA-R2B activ,Arrestin-AP2 inh,RTF Ca sens inh,PvdQ inh,C-LANA FP,NSD2 HMT inh,SR-BI DiI inh
COCCNC(=O)/C(C#N)=C/c1cccs1,1,13,-2,-5,15,-5,-4,0.1,-2,-13
O=C(O)C1CCC(=O)N1C1c2ccccc2Oc2ccccc21 (configuration not stated),-1,2,-1,-5,11,-1,-5,-1.8,.,-2
O=C(NCCCN1CCc2ccccc2C1)C1CCN(S(=O)(=O)N2CCCC2)CC1,0,7,-4,10,5,-21,-10,1.5,2,-7
Cc1ccc(S(=O)(=O)NC(CC(=O)O)c2cccs2)cc1 (configuration not stated),1,19,-4,2,1,-18,-18,-1.5,-11,-19
Fc1ccccc1Cn1cc(C(=S)N2CCOCC2)c2ccccc21,-1,-5,2,4,-5,-3,-6,-0.7,.,5
COc1ccc(OC)c(S(=O)(=O)Oc2ccc(N)c3ccccc23)c1,-1,-2,6,2,0,0,6,1.3,2,2
CCc1ccc(N2C(=O)CN(Cc3ccccc3)C2=S)cc1,-6,-4,5,-4,2,1,3,-2.1,1,4
Brc1ccc2nc(-c3ccncc3)c(NC3CCCC3)n2c1,1,-39,-7,7,-3,1,-10,2.4,0,39
COc1ccccc1COc1ccc2c(C)c(CCC(=O)O)c(=O)oc2c1C,0,13,-4,-3,-5,-5,-15,-1.5,1,-13
CC(C)Cn1c(N)c(C(=O)COC(=O)c2ccccc2F)c(=O)n(C)c1=O,-2,-50,1,-4,4,1,0,-2.2,-1,50
CN1CCN(C(=O)/C=C/c2ccc([N+](=O)[O-])cc2)CC1,3,5,1,-13,-9,-5,-7,-0.7,.,-5
CC1(C(=O)N(Cc2ccccc2)Cc2ccccc2)CC1(Br)Br (configuration not stated),-7,-8,1,-7,1,-1,-3,2.0,-4,8
CCOc1ccccc1CNC(=O)C1CCCN(c2ncnc3c2nc2n3CCCCC2)C1 (configuration not stated),0,-13,-3,-5,24,-12,-5,-1.7,6,13
CN(C)c1cccc(C(=O)N2CCCC(CCC(=O)N3CCN(c4ccccn4)CC3)C2)c1 (configuration not stated),0,11,3,4,17,0,1,0.8,1,-11
Cc1ccccc1OCC(O)Cn1c(NCCN(C)C)nc2c1c(=O)n(C)c(=O)n2C (configuration not stated),0,2,-4,-7,-8,-4,-24,-1.5,.,-2
Cc1ccc(-c2nnn(CC(=O)N(CCN3CCOCC3)C(C(=O)NC(C)(C)C)c3ccc(C)o3)n2)cc1 (configuration not stated),2,11,6,2,11,2,0,1.4,-2,-11
Cc1ccc([C@@H]2CC=C(C(=O)O)[C@H](c3ccc(C(C)(C)C)cc3)N2S(=O)(=O)c2ccc(C)cc2)cc1,14,-5,-7,-8,8,-7,-27,0.4,.,5
COc1ccc([N+](=O)[O-])c2c(=O)ccoc12,-2,12,-4,2,-8,-8,-7,0.3,1,-12
O=C(Nc1ncn[nH]1)c1c(Cl)ccc(Cl)c1Cl,-9,-8,-5,-7,-4,-63,-11,-1.5,0,8
COc1ccc(/C=C/C(=O)NCc2ccccn2)cc1OC,0,-4,-3,-2,29,-1,8,-0.4,-1,4
Cc1cc(=O)c(C(=O)OC(C)C(=O)NC(N)=O)nn1-c1ccc(Cl)cc1 (configuration not stated),0,4,3,-11,-8,-12,-8,1.6,-8,-4
COc1ccc(-c2cc3n(n2)CCc2nc4ccccc4n2-3)cc1,-3,1,-2,1,4,-2,-17,0.1,5,-1
COc1cc(CC(=O)Nc2nc(-c3ccccc3)c(C(C)=O)s2)cc(OC)c1OC,-4,4,-3,-2,4,-18,-9,-0.4,-5,-4
CCOC(=O)COc1ccc(S(=O)(=O)Nc2cccc(SC)c2)cc1,-1,12,-7,5,1,-3,-10,0.0,-2,-12

# 12 structures from above, sorted by formula weight, ascending:
SMILES,DAGLB inh,SR-BI DiI-HDL act,Keap1-Nrf2 PPI,PKA-R2B activ,Arrestin-AP2 inh,RTF Ca sens inh,PvdQ inh,C-LANA FP,NSD2 HMT inh,SR-BI DiI inh
O=C(Nc1ncn[nH]1)c1c(Cl)ccc(Cl)c1Cl,-9,-8,-5,-7,-4,-63,-11,-1.5,0,8
COc1ccc(/C=C/C(=O)NCc2ccccn2)cc1OC,0,-4,-3,-2,29,-1,8,-0.4,-1,4
CCc1ccc(N2C(=O)CN(Cc3ccccc3)C2=S)cc1,-6,-4,5,-4,2,1,3,-2.1,1,4
COc1ccc(-c2cc3n(n2)CCc2nc4ccccc4n2-3)cc1,-3,1,-2,1,4,-2,-17,0.1,5,-1
Brc1ccc2nc(-c3ccncc3)c(NC3CCCC3)n2c1,1,-39,-7,7,-3,1,-10,2.4,0,39
COc1ccc(OC)c(S(=O)(=O)Oc2ccc(N)c3ccccc23)c1,-1,-2,6,2,0,0,6,1.3,2,2
CC(C)Cn1c(N)c(C(=O)COC(=O)c2ccccc2F)c(=O)n(C)c1=O,-2,-50,1,-4,4,1,0,-2.2,-1,50
Cc1cc(=O)c(C(=O)OC(C)C(=O)NC(N)=O)nn1-c1ccc(Cl)cc1 (configuration not stated),0,4,3,-11,-8,-12,-8,1.6,-8,-4
COc1ccccc1COc1ccc2c(C)c(CCC(=O)O)c(=O)oc2c1C,0,13,-4,-3,-5,-5,-15,-1.5,1,-13
COc1cc(CC(=O)Nc2nc(-c3ccccc3)c(C(C)=O)s2)cc(OC)c1OC,-4,4,-3,-2,4,-18,-9,-0.4,-5,-4
Cc1ccccc1OCC(O)Cn1c(NCCN(C)C)nc2c1c(=O)n(C)c(=O)n2C (configuration not stated),0,2,-4,-7,-8,-4,-24,-1.5,.,-2
Cc1ccc(-c2nnn(CC(=O)N(CCN3CCOCC3)C(C(=O)NC(C)(C)C)c3ccc(C)o3)n2)cc1 (configuration not stated),2,11,6,2,11,2,0,1.4,-2,-11

# Following part.
SMILES,DAGLB inh,SR-BI DiI-HDL act,Keap1-Nrf2 PPI,PKA-R2B activ,Arrestin-AP2 inh,RTF Ca sens inh,PvdQ inh,C-LANA FP,NSD2 HMT inh,SR-BI DiI inh
CCOC(=O)CC1C(=O)NCCN1C(=O)c1sc2ccccc2c1Cl (configuration not stated),-1,-14,-2,6,8,-9,-14,-0.5,0,14
O=C(CN1C(=O)C(=O)c2ccccc21)NC1CCCCC1,3,-2,-10,0,7,1,-4,0.3,1,2
Cc1ncc([N+](=O)[O-])n1S(=O)(=O)c1cc(Br)ccc1Br,-1,1,-3,-4,11,-1,-1,3.9,-1,-1
CCCN1C2CCCC1CC(NC(=S)Nc1ccc(OC)cc1)C2 (configuration not stated),-1,-12,-1,-19,-24,0,-5,0.5,19,12
Cc1cc(SCc2ccc(Cl)cc2Cl)nc(=O)[nH]1,0,-5,-1,-5,6,-4,7,0.3,-3,5
Cc1ccc(N2C(=O)c3ccccc3C2C(=O)c2ccc(O)cc2O)cc1 (configuration not stated),1,-10,-2,-4,-10,6,-8,2.4,1,10
CC(C)(CNC(=O)c1ccc(NS(=O)(=O)c2ccc(F)cc2)cc1)N1CCOCC1,-2,12,-2,5,-4,-6,-5,0.3,0,-12
O=C(C1CCN(S(=O)(=O)c2ccccc2F)CC1)N1CCc2ccccc21,-1,6,1,-9,-10,-1,-15,-1.2,-2,-6
COC(=O)c1cc(Cl)c(NC(=O)/C=C/c2ccc(Cl)cc2Cl)cc1OC,0,-59,-1,-15,39,0,4,0.4,-1,59
COc1ccccc1/C=N/NC(=O)c1cc2c(OC)c(OC)ccc2[nH]1,3,.,3,-8,-14,-5,1,5.1,-2,.
Cc1c(CN2CCC(n3nccc3NC(=O)C3CC3)CC2)[nH]c2ccccc12,0,4,3,-1,15,-1,5,0.9,2,-4
COc1c(Br)cc(Br)cc1/C=N/NC(=O)c1ccncc1,-3,-36,2,-11,-2,-5,-10,0.8,-4,36
COc1ccc(N2C(=O)C(CN3CCCCC3)C2c2ccccc2)cc1 (configuration not stated),1,5,0,-1,-15,1,-2,-10,7,-5
Oc1ccc(-c2sc(Nc3ccccc3)n[n+]2-c2ccc(F)cc2)cc1,3,33,-6,-3,-3,-6,-3,2.8,.,-33
Cc1ccc(SC(C)c2nc(-c3cccnc3)no2)cc1 (configuration not stated),-9,.,-2,-5,3,1,2,0.7,12,.
Cc1nn(C)c(C)c1CN(C)C(=O)CCCC(=O)O,3,3,9,-4,4,-1,12,-1.2,27,-3
CC(=O)C[C@H](O)CC(=O)[C@@H]1OC(=O)CCCCCCCCc2ccccc21,-3,4,2,-11,-10,-10,-8,0.1,.,-4
O=C(COc1cccc2cccnc12)NCc1cccs1,1,-10,-1,7,9,-3,-12,-0.1,13,10
COc1cc2c(cc1OC)CN(C(=S)Nc1ccc(OC(F)F)cc1)CC2,-1,.,4,2,56*,-2,5,-0.7,-2,.
FC(F)(F)c1ccccc1/C=N/Nc1ccccn1,-3,18,1,-5,53,4,8,0.0,-2,-18
[O-]/C(=C(\C(=S)NCc1ccccc1)[n+]1ccccc1)c1ccc(Cl)cc1,.,7,2,.,29,.,-3,2.5,1,-7
CC1(C)CC(=O)CC(=Nc2ccc3[nH]c(=O)[nH]c3c2)C1,-1,2,3,-1,-1,0,-13,-0.2,-1,-2
O=C(Nc1ccc2c(c1)OCCO2)C(=O)c1c[nH]c2ccccc12,-4,-64,-6,1,11,-3,-22,0.1,-1,64
CC(NC(=O)CN(C)S(=O)(=O)c1cccc2nsnc12)c1ccccc1 (configuration not stated),0,10,-6,4,0,0,-16,1.8,8,-10
CCOc1ccc(N(C(=O)c2cc3ccccc3oc2=O)C2C=CS(=O)(=O)C2)cc1 (configuration not stated),-3,-1,1,-2,35,-1,-2,1.7,-2,1
Cn1c(SCC(=O)NCc2ccc3c(c2)OCO3)nnc1-c1c[nH]c2ccccc12,-6,3,2,1,8,-2,6,-1.9,2,-3
CCn1cc(/C=C(\NC(=O)c2ccc(OC)cc2)C(=O)N2CCN(C)CC2)c2ccccc21,3,8,3,-9,38,-4,-9,-1.6,-3,-8
COc1cccc(CNC(=O)CN2C(=O)CSc3ccc(S(=O)(=O)N4CCCC4)cc32)c1,-1,4,0,3,8,-1,-3,-2.2,-2,-4
CCOC(=O)Cc1nnc(Nc2ccc(C)cc2C)c2ccccc12,-1,-40,3,-1,7,-8,-10,1.8,-2,40
